# M1 PAM parental – M1 PAM counterscreen hit in parental CHO-K1 cells; AID 602247; 360,000 tested, 0.02% active; activation, % at 3 µM; ATP EC20, Fluo-8 calcium fluorescence; 0% at ATP EC20, 100% at ATP max;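 active = activation above the run cutoff, the mean activation of all test compounds plus 3 SD, cut at about 40% in these data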;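 also: peak over basal fluorescence ratio in a 140 s read after ATP addition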
# TAAR1 antag – antagonists of human TAAR1 | Q96RJ0 | CHO RD-HGA16 TAAR1, Fluo-8 calcium fluorescence, antagonist | inhibition, % at 3 µM | 360,000 tested, 1.5% active | AID 624466;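 active = inhibition above a per-plate cutoff, the mean inhibition of test compounds on that plate plus 3 SD, cut at about 49% in these data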;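 also: 0% = DMSO plus EC80 beta-PEA response and 100% = DMSO alone without agonist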
# Target sequence (Q96RJ0 whole entry, looked up): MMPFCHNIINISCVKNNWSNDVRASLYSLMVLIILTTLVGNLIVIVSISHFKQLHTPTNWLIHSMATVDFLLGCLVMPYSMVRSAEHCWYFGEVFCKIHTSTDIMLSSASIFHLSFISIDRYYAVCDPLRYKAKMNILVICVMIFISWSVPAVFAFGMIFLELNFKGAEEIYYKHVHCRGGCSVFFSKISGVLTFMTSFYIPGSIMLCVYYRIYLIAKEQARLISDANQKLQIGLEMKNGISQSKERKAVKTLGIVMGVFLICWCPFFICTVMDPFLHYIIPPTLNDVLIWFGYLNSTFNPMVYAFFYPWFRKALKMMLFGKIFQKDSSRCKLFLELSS
#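 System: RD-HGA16 CHO cells with stable hTAAR1 and Gα16 | Probe or stimulus: EC80 β-phenethylamine stimulus | Dosing: 3 µM, single point | Times: Dye loading 75 min at 37 °C, then 30 min room temperature | Measured by: Fluo-8 calcium-sensitive fluorescence | Read-out basis: % inhibition of agonist calcium response | Replicates: n of 1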
# CHO-K1 Ca antag – nonselective inhibitor or artifact in parental CHO-K1 cells | ATP-induced calcium, Fluo-8 fluorescence | inhibition, % at 3 µM | 360,000 tested, 0.6% active;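 active = inhibition above a per-plate cutoff, the plate's mean sample inhibition plus 3 SD, cut at about 24% in these data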;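 also: 0% = DMSO plus EC80 ATP and 100% = DMSO alone without ATP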
# CHO parental Ca – counter-screen for OX1R antagonists: effect in parental CHO cells; 330,000 tested, 0.63% active; AID 463079; inhibition, % at 5.6 µM; parental CHO-K1, ATP-induced calcium, Fluo-8 fluorescence;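 active = inhibition above that plate's mean sample inhibition plus 3 SD, cut at about 26% in these data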;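 also: 0% = ATP-challenged DMSO wells and 100% = DMSO wells without ATP; some compounds past the cut are filed as inactive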
#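 test system = CHO parental line | reagent = ATP stimulus | measured by = intracellular calcium via Fluo-8 no-wash fluorescent dye | control set = ATP and no-ATP DMSO wells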
# M1 ag – activates human CHRM1 receptor. P11229. CHO-K1 hM1, Fluo-8 calcium fluorescence, agonist mode; 0% DMSO, 100% acetylcholine EC100. activation, % at 3 µM. 360,000 tested, 0.33% active. AID 588814;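 active = activation above the run's mean compound activation plus 3 SD, cut at about 16% in these data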;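 also: peak over basal fluorescence ratio within a 140 s kinetic read after compound addition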
# Target sequence (P11229 whole entry, looked up): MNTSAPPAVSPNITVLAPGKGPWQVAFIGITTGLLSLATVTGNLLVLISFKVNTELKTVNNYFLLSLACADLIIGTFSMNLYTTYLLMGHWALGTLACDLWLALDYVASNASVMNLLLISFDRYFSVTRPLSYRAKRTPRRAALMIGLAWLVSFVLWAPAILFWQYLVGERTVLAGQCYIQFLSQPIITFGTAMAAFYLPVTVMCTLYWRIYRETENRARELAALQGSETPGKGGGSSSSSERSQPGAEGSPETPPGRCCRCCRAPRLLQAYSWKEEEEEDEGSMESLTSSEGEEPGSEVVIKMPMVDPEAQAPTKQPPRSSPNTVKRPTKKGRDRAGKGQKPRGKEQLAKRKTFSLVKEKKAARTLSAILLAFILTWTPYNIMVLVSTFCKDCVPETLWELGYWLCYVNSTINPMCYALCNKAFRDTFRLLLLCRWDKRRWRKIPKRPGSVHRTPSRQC
# TAAR1 ag – agonists of human TAAR1; 360,000 tested, 0.99% active; AID 624467; CHO RD-HGA16 TAAR1, Fluo-8 calcium fluorescence; vehicle wells 0%, saturating PEA agonist 100%; activation, % at 3 µM;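 active = activation above the mean activation of all test compounds in the run plus 3 SD, cut at about 38% in these data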
#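 test system = CHO RD-HGA16 cells carrying human TAAR1 plus Gα16 | schedule = 17-24 h seeding, 75 min 37 °C dye, 30 min RT | compound dosing = 3 µM single concentration | control set = DMSO and PEA EC100 | replicates = n 1 | signal = Fluo-8 fluorescence, 5 s baseline then 140 s kinetic read | measure = percent activation vs PEA EC100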
# M1 ag parental – nonselective activator or artifact in parental CHO-K1 cells | activation, % at 3 µM | Fluo-8 calcium fluorescence; scaled to maximal ATP response, vehicle zero | 360,000 tested, 0.48% active; in the data active = activation above about 15%;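 also: untransfected CHO-K1 host cells lacking M1 receptor as counterscreen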
# CHRM1 antagonist – blocks human M1 muscarinic receptor. P11229. CHO-K1 hM1, Fluo-8 calcium fluorescence, ACh EC80 antagonist. inhibition, % at 3 µM. 360,000 tested, 1.3% active. AID 588852;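 active = percent inhibition above its own plate's cutoff, namely the mean of that plate's compound wells plus 3 SD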;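 also: peak over basal fluorescence ratio during 140 s after agonist addition; 0% = ACh EC80 plus DMSO and 100% = DMSO alone without agonist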
# CHRM1 PAM – positive allosteric modulators of human M1 muscarinic receptor. CHO-K1 hM1, Fluo-8 calcium fluorescence, ACh EC20; 0% = ACh EC20, 100% = maximal ACh. activation, % at 3 µM. 360,000 tested, 0.088% active. AID 588819; in the data active = activation above about 19%, passing the limit was not always enough
# * = called active by the depositor; . = not tested or not shown.
SMILES,M1 PAM parental,TAAR1 antag,CHO-K1 Ca antag,CHO parental Ca,M1 ag,TAAR1 ag,M1 ag parental,CHRM1 antagonist,CHRM1 PAM
CC(OC(=O)c1c2c(nc3ccccc13)/C(=C\c1ccc3c(c1)OCO3)CCC2)C(=O)Nc1ccc(S(N)(=O)=O)cc1 (stereo not given),19.7,.,-0.7,.,-2.9,.,6.1,-2.8,0.8
COc1cccc(/C=C2\SC(=S)N(N3CCOCC3)C2=O)c1OC,16.3,-6.6,-9.0,-23.0,-8.2,1.0,1.6,-5.3,7.9
CCCc1cc(-c2nc(-c3ccc(Cl)cc3)cs2)ccn1,13.3,1.9,-6.0,-26.2,-7.5,17.0,1.9,0.5,0.5
COc1ccc(CCNC(=O)Cc2ccccc2)cc1OC,15.8,0.9,-7.7,4.5,-1.2,0.3,0.7,-21.9,17.0
O=C(CCc1ccccc1)NC1CCCc2ccccc21 (stereo not given),9.9,-15.8,-12.7,-3.8,-4.9,-1.7,0.1,-2.1,1.5
CCCCCn1c(=O)[nH]c2cc(C(=O)NCCN3CCOCC3)ccc2c1=O,5.2,-15.8,-4.4,-7.7,-4.1,10.8,0.4,2.9,2.7
Cc1ccccc1C(=O)N[C@H](C(=O)OCC(=O)NC1CC1)C(C)C,-17.9,5.2,-6.0,-5.3,-3.6,4.1,0.1,-1.5,2.3
N/C(=N\OC(=O)c1ccc([N+](=O)[O-])cc1Cl)c1ccccn1,0.0,-24.1,3.7,-16.0,-2.1,0.9,1.9,12.8,-5.6
CCc1nnc(NC(=O)c2ccc3ncsc3c2)s1,-11.1,-1.6,-0.8,-15.7,-2.5,0.4,0.8,-8.9,8.4
O=C(CCc1nc2ccccc2c(=O)[nH]1)OCCOc1ccc(Cl)cc1,-0.8,-0.8,-14.8,7.4,0.7,5.1,3.6,-11.3,7.3
CN1/C(=C/C=N/NC(=O)c2ccc([N+](=O)[O-])cc2)C(C)(C)c2ccccc21,19.6,3.2,-17.0,-12.8,-5.2,14.6,1.7,-3.5,9.8
CCCn1nnc(NC(=S)NC(=O)c2cccs2)n1,9.2,-8.8,-2.4,-2.2,-3.2,1.6,0.5,-8.1,3.5
O=C(c1cc(Cl)nc2ccccc12)N1CCN(S(=O)(=O)c2ccccc2[N+](=O)[O-])CC1,-2.8,8.1,4.5,3.7,-1.0,7.3,0.5,-8.7,3.2
COc1ccc(/C=N/NC(=O)c2ccc(C)cc2)cc1CN1CCN(c2ccc(F)cc2)CC1,11.3,.,-3.6,-17.6,-8.5,.,-0.1,-0.1,1.4
O=C(Nc1cccc(/C=C/c2ccccn2)c1)c1ccc(-n2cncn2)c([N+](=O)[O-])c1,-15.0,72.6*,6.8,-2.8,1.1,20.6,10.5,20.4*,-8.4
Cc1cn([C@H]2C[C@H](O)[C@@H](CNCc3ccc(Oc4cc(-n5cccn5)ncn4)cc3)O2)c(=O)[nH]c1=O,16.7,4.4,-5.8,.,-6.7,2.0,3.1,9.3,-10.5
Cc1nn(-c2ccccc2)c2c1C(=O)NC(=O)C(C)(C)C2,15.9,-3.3,-10.9,-9.3,-0.1,12.2,0.0,-9.9,8.1
COc1cc(CCC(=O)OCn2nnc3ccccc3c2=O)cc(OC)c1OC,-5.7,-1.5,-5.3,-15.8,-1.5,2.4,1.4,-8.9,6.2
Cc1sc(-c2ccncc2)nc1OC(=O)c1cc(Cl)cc(Cl)c1,-5.8,-23.4,0.5,-13.3,-3.2,3.3,-0.2,-5.6,8.7
Cc1cccn2c(=O)c(/C=C(\C#N)C(=O)NCc3ccco3)c(N3CCOCC3)nc12,14.3,-32.1,-5.9,-17.0,-1.1,0.0,0.7,-7.5,12.3
CC(C)C(=O)Nc1c2c(nn1-c1ccc(F)cc1)CSC2,-2.8,-12.7,-1.4,1.6,0.0,6.1,0.2,9.7,3.6
N#Cc1c(NC(=O)CSC2=NCCS2)sc2c1CCCC2,15.3,10.9,2.5,-7.3,-5.7,9.1,0.7,2.9,-6.2
COc1ccc(C(C(=O)NCC2CCCO2)N(Cc2cccs2)C(=O)c2snc(C(N)=O)c2N)cc1OC (stereo not given),-9.9,54.6*,7.9,-19.2,3.7,22.8,6.8,1.0,-4.9
COc1ccc(OCC(=O)N/N=C(\C)CC(=O)Nc2ccc(OC)cc2[N+](=O)[O-])cc1,22.2,-3.7,-16.7,-23.3,-3.9,0.7,1.0,5.4,2.7
N#CCc1ccc(NS(=O)(=O)c2cccs2)cc1,11.8,-1.0,-4.5,-1.8,-7.1,13.8,1.0,-3.0,5.7
CCOc1c2ccc(C(=O)NCc3ccco3)cc2nn1CCOC,2.9,-6.9,-2.8,-0.5,-3.4,3.3,0.3,-1.0,5.5
COc1nc(Oc2ccc(=O)n(C)n2)nc(N(C)C)n1,4.7,-1.1,-2.5,-1.9,-1.7,6.7,-0.1,11.2,-3.5
COc1ccccc1CC(=O)Nc1ccc(-c2noc(COc3ccc(Cl)c(C)c3)n2)cc1,-4.4,4.5,10.2,-4.2,-3.1,5.7,-0.1,-7.2,5.7
CCn1ncc(CN2CCCC(CNC(=O)c3ccc(F)cc3)C2)c1C (stereo not given),13.8,-6.9,-5.3,-8.6,-14.1,1.8,0.5,-0.2,-13.3
Cc1ccc(-c2c(C(=O)NCc3ccc(F)cc3)oc(=O)c3ccccc23)cc1,-7.0,-1.6,0.2,-27.4,-9.3,0.8,-0.5,11.1,-8.5
Cc1nc2cc(NC(=O)c3ccco3)ccc2n1C,8.8,1.1,-3.0,-7.1,-3.5,0.4,1.1,-21.8,8.4
Cc1cccc(C(O)c2ncc(-c3ccc(F)cc3)[nH]2)c1C (stereo not given),11.0,-23.9,-10.3,.,-2.2,9.5,0.7,-14.8,9.2
CCOc1cc(/C=C2/NC(=O)N(CC(=O)OC)C2=O)ccc1OC,-0.7,-12.5,-17.2,1.4,-2.0,0.5,1.0,-15.2,5.9
CCCn1ncc(CN2CCN(CCc3ccccc3)C(CCO)C2)c1C (stereo not given),1.6,-8.1,5.8,-14.3,-10.8,0.5,-0.1,-7.9,-8.2
Cc1ccc(CN2CCN(Cc3ccc(Oc4ncccn4)cc3)CC2CCO)cc1 (stereo not given),-5.8,-16.8,8.6,0.5,-7.9,-0.3,0.4,-1.9,5.3
CCOC(=O)C(NC(=O)Nc1cccc(C)n1)(OCC(F)(F)F)C(F)(F)F (stereo not given),10.7,-5.5,3.1,-23.8,-0.1,16.6,-0.4,-7.7,6.5
CCCS(=O)(=O)c1c(S(=O)(=O)CCC)c2c(C(N)=O)cccn2c1C(=O)c1ccc(F)cc1,0.6,15.4,-6.7,-10.9,-4.3,6.9,0.4,-8.9,3.5
O=C(NCCc1ccccc1)C(=O)c1c(-c2ccccc2)[nH]c2ccccc12,17.5,28.4,2.9,-13.4,-3.6,3.2,2.2,-4.0,0.2
CCOC(=O)C1(Cc2ccccc2)CCCN(C(=O)c2cnn(CC)c2)C1 (stereo not given),6.2,-17.3,28.7*,-2.7,-2.5,1.3,6.5,-6.9,6.0
CC(CNC(=O)CC[C@H]1O[C@@H](n2ccc(=O)[nH]c2=O)[C@H](O)[C@@H]1O)c1ccccc1 (stereo not given in full),8.1,10.4,-11.0,.,-1.7,-0.6,1.2,-20.2,0.8

# Random excerpt: 3 entries already listed
SMILES,M1 PAM parental,TAAR1 antag,CHO-K1 Ca antag,CHO parental Ca,M1 ag,TAAR1 ag,M1 ag parental,CHRM1 antagonist,CHRM1 PAM
CCc1nnc(NC(=O)c2ccc3ncsc3c2)s1,-11.1,-1.6,-0.8,-15.7,-2.5,0.4,0.8,-8.9,8.4
COc1cccc(/C=C2\SC(=S)N(N3CCOCC3)C2=O)c1OC,16.3,-6.6,-9.0,-23.0,-8.2,1.0,1.6,-5.3,7.9
N/C(=N\OC(=O)c1ccc([N+](=O)[O-])cc1Cl)c1ccccn1,0.0,-24.1,3.7,-16.0,-2.1,0.9,1.9,12.8,-5.6

# Later entries:
SMILES,M1 PAM parental,TAAR1 antag,CHO-K1 Ca antag,CHO parental Ca,M1 ag,TAAR1 ag,M1 ag parental,CHRM1 antagonist,CHRM1 PAM
Cc1cc(C)c(OCC(=O)OCC(=O)NCc2cccs2)c(C)c1,-12.4,-22.1,5.1,-0.4,-2.1,-1.2,-0.5,-7.5,0.7
CC(=O)c1ccc(C(=O)N2CCCC(Nc3ccccc3)C2)s1 (stereo not given),17.3,-12.6,-4.6,-10.3,-3.4,4.5,1.1,-6.4,8.3
Cc1cccc(C2=NN(c3ccccc3)[C@H](CO)[C@H]2c2ccc(Cl)cc2)c1,9.3,4.2,-11.0,-14.3,-3.8,-0.7,0.0,-2.4,0.2
Cc1cc(OCCn2cnc3ccccc3c2=O)cc(C(C)C)c1,-12.2,8.5,18.7,-22.5,-4.5,5.1,0.0,-5.1,-0.5
Cc1nc(-c2cccc(NC(=O)COc3ccc(Cl)cc3)c2)cs1,5.1,54.7*,-2.1,.,-2.4,0.2,6.9,0.1,-3.4
O=c1cc(-c2ccccc2)oc2cc(O)cc(O)c12,-0.3,1.3,-5.0,-16.7,0.8,1.1,3.1,8.0,4.1
Nn1c(SCC(=O)Nc2ccc3c(c2)OCO3)nnc1-c1cccc(Cl)c1,20.8,-2.3,-15.4,-4.2,-4.3,-0.3,-0.3,-6.3,8.2
CCCCn1nnnc1C(c1cccc(OC)c1OC)N1CCN(C/C=C/c2ccccc2)CC1 (stereo not given),14.1,-35.0,-19.7,.,-5.9,0.1,1.2,34.7,-24.6
CC(=O)Nc1c(F)c(F)c(F)c(F)c1F,17.0,1.1,-18.6,-1.8,-1.0,7.1,0.5,-9.0,8.6
CCN(CC)C(C)C(=O)NCC1(c2ccccc2)CCOCC1 (stereo not given),-1.6,-4.0,1.1,15.9,-4.9,1.5,0.2,7.8,-1.0
C=CCOc1ccccc1C1NC(=O)NC(C)=C1C(=O)NCc1ccccc1 (stereo not given),-3.5,10.5,11.1,-13.4,-1.3,14.8,0.1,-4.3,1.6
N#Cc1cccc(C#N)c1Oc1ccc(N)cc1,15.5,-24.8,-6.0,-4.1,-2.3,3.6,0.4,-10.2,8.8
O=C(COC(=O)c1cncc(Br)c1)NCc1ccco1,-1.1,0.4,-11.5,-4.0,0.2,-1.6,0.1,-2.9,3.1
O=C(NNC(=O)c1ccccc1C(F)(F)F)c1csc(N2CCOCC2)n1,4.6,4.7,-3.4,-9.4,-1.6,0.6,0.3,-5.6,4.7
COc1ccc(OC)c(S(=O)(=O)N2CCCC(C(=O)NCCN3CCOCC3)C2)c1 (stereo not given),2.6,-8.5,-0.6,-2.5,-5.6,-0.1,0.3,1.1,1.1
CCOC(=O)C1=C(C)NC(=S)NC1c1ccco1 (stereo not given),-1.7,14.9,-3.0,-8.4,-3.7,-0.1,0.3,-5.2,4.4
CCN1CCN(c2ccc(S(=O)(=O)N3CCCCC3)cc2NC(=O)/C=C/c2ccc([N+](=O)[O-])cc2)CC1,-9.6,-9.6,13.9,-13.5,-6.7,2.0,0.5,9.7,-5.6

# High-throughput results: PubChem BioAssay, The Scripps Research Institute Molecular Screening Center

# No enrichment for hits, and some 4.4% of all compounds hit somewhere here.
